Source: PubChem
CAL PDZ FP-1: CAL PDZ (human) peptide binding inhibition; 300,000 compounds, 0.92% hits; purified CAL PDZ, TMR-peptide fluorescence polarization, 1 h; AID 602252; inhibition, % at 24.9 µM;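 active = mean inhibition of at least 30% with at least half of replicates also reaching 30%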;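 note: 0% = DMSO neutral control and 100% = excess unlabeled competitor peptide PRC23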
AddAB inh: less growth of phage-infected E. coli with AddAB; 330,000 compounds, 0.29% hits; E. coli expressing H. pylori AddAB, absorbance growth; inhibition, % at 11.9 µM; in the data active = inhibition above about 12%;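 note: 0% = vehicle wells of infected cells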
CAL PDZ FP-2: inhibitors of human CAL PDZ peptide binding. inhibition, % at 20 µM. 330,000 compounds, 0.02% hits. AID 504414. purified CAL PDZ, TMR-peptide fluorescence polarization, 1 h. Q9HD26;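 active = highest replicate inhibition of at least 40%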;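 note: plate controls were DMSO neutral control wells for no effect and unlabeled competitor peptide control wells for full effect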
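Control set: unlabelled peptide and DMSO controls / Material: purified CerCALP PDZ construct / Timing: 1 h incubation at room temperature before polarization reading / Doses: 20 µM, one dose / Detection: fluorescence polarization (mP)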
Tat export inh: inhibitors of E. coli Tat protein transport | inhibition, % at 10 µM | E. coli MC4100 TorA-mCherry Tat export, fluorescence | 340,000 compounds, 0.036% hits;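 active = mean replicate inhibition at least 50% and at least half of replicates individually reaching 50%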;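 note: exported cargo escapes ClpAP degradation while cytoplasmic cargo is degraded and loses fluorescence; 0% = median of neutral control wells and 100% = median of NaSCN control wells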
SR-BI DiI-HDL act: enhances SR-BI lipid uptake from DiI-HDL. CHO ldlA[mSR-BI] cells, DiI-HDL uptake fluorescence, 3 h; 100 = double the neutral-control signal. activation, % at 12.5 µM. 320,000 compounds, 0.096% hits. AID 504775;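 active = mean replicate activation of at least 60% and every replicate at or above 60%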;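 note: 0% = median plate neutral-control signal and 100% = twice that signal; values of inactives mirror those of a sister screen read the other way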
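System: CHO ldlA[mSR-BI] cells / Medium: HEPES-buffered (25 mM, pH 7.4) F12 plus 0.5% BSA / Probe or stimulus: labelled HDL, 10 µg/mL / Doses: single compound concentration, delivered by pin transfer / Schedule: 3 h, 37 °C / Measured by: DiI fluorescence, bottom read / Measure: cell-associated DiI fluorescence as measure of HDL uptake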
E coli growth: counter-screen for AddAB inhibitors: E. coli growth inhibition; 330,000 compounds, 0.27% hits; AID 449728; E. coli V3065 growth, OD600 absorbance, 18 h; inhibition, % at 11.9 µM;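 active = inhibition above the campaign's mean inhibition across all tested compounds plus 3 SD, cut at about 9.9% in these data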;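 note: uninfected addAB+ strain grown without phage in ampicillin broth; 0% = DMSO wells and 100% = ciprofloxacin 0.95 µg/ml wells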
Wnt act: activators of Wnt/beta-catenin signaling; Wnt/beta-catenin reporter cell assay, activator, plate reader; activation, % at 9.35 µM; 300,000 compounds, 1.2% hits; in the data active = activation above about 30%, passing the limit was not always enough;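 note: 0% = neutral control wells and 100% = positive control wells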
MITF act: MITF TRPM1 promoter activation in melanoma cells; SK-MEL-5 TRPM1-promoter luciferase, 24 h; % of positive control, neutral wells = 0; activation, % at 12.5 µM; 300,000 compounds, 0.75% hits; AID 588334;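 active = mean activation of at least 80% with every replicate also reaching 80%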;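 note: 0% = neutral control wells and 100% = parthenolide positive control wells; values of inactives mirror those of a sister screen read the other way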
phage Ecoli inh: E. coli growth loss with phage present; growth absorbance; inhibition, % at 11.9 µM; AID 651602; 360,000 compounds, 0.26% hits; in the data active = inhibition above about 11%
SR-BI HDL uptake: mouse SR-BI HDL lipid transfer inhibition. Q61009. ldlA[mSR-BI] CHO cells, DiI-HDL uptake fluorescence, 3 h. inhibition, % at 12.5 µM. 320,000 compounds, 0.96% hits. AID 488896;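 active = mean replicate inhibition of at least 70% and a set share of replicates each scoring 70 or more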;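 note: 0% = median of neutral control wells and 100% = median of positive control wells; values of inactives mirror those of a sister screen read the other way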
Target sequence (Q61009 whole entry, looked up): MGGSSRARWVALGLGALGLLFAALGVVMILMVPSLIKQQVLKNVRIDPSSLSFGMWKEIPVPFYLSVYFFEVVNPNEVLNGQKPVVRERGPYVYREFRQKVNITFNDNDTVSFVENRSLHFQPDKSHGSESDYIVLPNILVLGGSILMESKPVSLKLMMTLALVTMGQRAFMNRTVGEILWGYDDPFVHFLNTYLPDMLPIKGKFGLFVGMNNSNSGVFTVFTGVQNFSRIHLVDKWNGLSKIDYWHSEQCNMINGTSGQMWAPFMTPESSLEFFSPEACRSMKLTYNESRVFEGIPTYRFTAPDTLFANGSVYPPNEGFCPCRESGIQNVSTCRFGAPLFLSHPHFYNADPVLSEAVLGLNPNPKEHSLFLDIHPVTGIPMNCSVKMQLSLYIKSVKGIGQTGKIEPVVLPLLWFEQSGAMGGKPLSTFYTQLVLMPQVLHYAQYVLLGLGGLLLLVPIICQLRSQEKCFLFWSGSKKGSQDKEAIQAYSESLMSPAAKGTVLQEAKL
* = called active by the depositor.

`CCOc1ccc(CN2CCN(Cc3[nH]c4ccc(OC)cc4c3C)CC2CCO)cc1` (centres undefined) gave CAL PDZ FP-1 -2.0, AddAB inh 0.2, CAL PDZ FP-2 -2.2, Tat export inh -9.4, SR-BI DiI-HDL act -57.0, E coli growth -0.7, Wnt act -0.8, MITF act 3.0, phage Ecoli inh 4.6 and SR-BI HDL uptake 57.0.
For CCC(c1nnnn1CCC(C)C)N1CCC(C(N)=O)CC1 (centres undefined) the results were CAL PDZ FP-1 -2.6, AddAB inh 2.3, Tat export inh 7.3, SR-BI DiI-HDL act 19.3, E coli growth -0.8, Wnt act -1.3, MITF act -5.6, phage Ecoli inh 2.4 and SR-BI HDL uptake -19.3.
Screening O=C(Nc1ccc(S(=O)(=O)Nc2nccs2)cc1)c1ccc(F)c(S(=O)(=O)N2CCOCC2)c1 returned CAL PDZ FP-1 -0.6, AddAB inh 1.7, CAL PDZ FP-2 -4.2, Tat export inh -2.2, E coli growth 2.8, Wnt act 13.9, MITF act -17.8 and phage Ecoli inh 1.3.
`O=C(O)c1ccc(/C=N/N2CCN(Cc3ccccc3)CC2)cc1` gave CAL PDZ FP-1 -4.5, AddAB inh 0.5, CAL PDZ FP-2 -3.3, Tat export inh 4.7, SR-BI DiI-HDL act 3.8, E coli growth -2.7, Wnt act -2.9, MITF act -5.0, phage Ecoli inh 2.4 and SR-BI HDL uptake -3.8.
Screening Cc1cccc(NC(=O)Cn2cnc3ccccc3c2=O)c1C returned CAL PDZ FP-1 -4.0, AddAB inh 0.0, CAL PDZ FP-2 0.0, Tat export inh -6.3, SR-BI DiI-HDL act 26.2, E coli growth 1.0, MITF act 16.8, phage Ecoli inh 0.8 and SR-BI HDL uptake -26.2.
Screening O=C(NC1CCS(=O)(=O)C1)OC1CCCCC1 (centres undefined) returned CAL PDZ FP-1 -0.7, AddAB inh 0.7, CAL PDZ FP-2 -1.3, Tat export inh -3.3, SR-BI DiI-HDL act -6.1, E coli growth 2.9, Wnt act -3.0, MITF act -13.3, phage Ecoli inh 0.6 and SR-BI HDL uptake 6.1.
Screening COCCN1C(=O)/C(=C/c2ccc(N3CCCC3)cc2)SC1=S returned CAL PDZ FP-1 -1.9, AddAB inh -0.6, CAL PDZ FP-2 0.9, Tat export inh 0.9, SR-BI DiI-HDL act -8.1, E coli growth 2.1, Wnt act 24.7, MITF act 31.5, phage Ecoli inh 2.1 and SR-BI HDL uptake 8.1.
CCn1ccnc1CNC(=O)c1ccc(OC2CCN(C(=O)COC)CC2)cc1 was read as AddAB inh 3.6, CAL PDZ FP-2 -0.8, Tat export inh 0.3, SR-BI DiI-HDL act 13.7, E coli growth 0.9, Wnt act -0.6, MITF act 7.1, phage Ecoli inh 1.4 and SR-BI HDL uptake -13.7.
For CC(C)CC(=O)N1CC=CC[C@@H](c2ccc(Cl)cc2)N(Cc2ccc(Cl)cc2)C(=O)[C@@H]1Cc1ccccc1 the results were CAL PDZ FP-1 0.9, CAL PDZ FP-2 0.2, Tat export inh 3.7, SR-BI DiI-HDL act 18.4, Wnt act -12.0, MITF act 2.3, phage Ecoli inh 1.7 and SR-BI HDL uptake -18.4.
Cc1ccc(-n2ncc3c(NNC(=O)c4ccco4)ncnc32)c(C)c1 was read as CAL PDZ FP-1 -1.3, AddAB inh 0.2, CAL PDZ FP-2 -0.7, Tat export inh 10.6, SR-BI DiI-HDL act 1.8, E coli growth 0.0, Wnt act 0.8, MITF act 0.2, phage Ecoli inh 1.5 and SR-BI HDL uptake -1.8.
N#Cc1c(SC(C(=O)O)c2ccccc2)nc2c(c1-c1cccs1)CCCC2 (centres undefined) was read as CAL PDZ FP-1 0.9, AddAB inh 1.4, CAL PDZ FP-2 -3.1, Tat export inh 11.1, SR-BI DiI-HDL act 18.1, E coli growth 1.3, Wnt act 2.0, MITF act -10.9, phage Ecoli inh 1.4 and SR-BI HDL uptake -18.1.
`CC1CCN(C(=O)Cn2cc3c(n2)CCCC3)CC1` gave AddAB inh 5.0, CAL PDZ FP-2 -1.0, Tat export inh 1.0, SR-BI DiI-HDL act -8.2, E coli growth 0.3, Wnt act -1.5, MITF act 19.0, phage Ecoli inh 1.8 and SR-BI HDL uptake 8.2.
Screening C[C@@H]1NC(=O)N(CCCn2ccnc2)C1=O returned CAL PDZ FP-1 -1.3, AddAB inh -0.8, CAL PDZ FP-2 0.1, Tat export inh -4.6, E coli growth -1.0, Wnt act -1.4, MITF act 0.1 and phage Ecoli inh 3.2.
`CC(C)CC1NC(=O)c2ccc(Cl)cc2-n2c1nc1cc(F)ccc1c2=O` (centres undefined) gave AddAB inh 2.0, E coli growth 0.7, Wnt act -1.8 and phage Ecoli inh 2.2.
O=C(NCCC1=CCCCC1)C1CCCN(c2nc3ccccc3o2)C1 (centres undefined) was read as AddAB inh 2.6, CAL PDZ FP-2 -0.8, Tat export inh -8.3, SR-BI DiI-HDL act -52.0, E coli growth 1.6, MITF act 5.7, phage Ecoli inh -0.3 and SR-BI HDL uptake 52.0.
For Cc1cc(C)cc(NC(=O)c2cccc(C(=O)Nc3cc(C)cc(C)c3)n2)c1 the results were CAL PDZ FP-1 -2.3, AddAB inh 1.8, CAL PDZ FP-2 0.0, Tat export inh -0.4, SR-BI DiI-HDL act -39.0, E coli growth -0.7, Wnt act -0.5, phage Ecoli inh 3.7 and SR-BI HDL uptake 39.0.
`c1ccc(Nc2nc(-c3cccs3)cs2)nc1` gave CAL PDZ FP-1 -2.3, AddAB inh 2.1, CAL PDZ FP-2 0.0, Tat export inh -1.0, SR-BI DiI-HDL act 8.0, E coli growth -0.6, Wnt act -2.6, phage Ecoli inh 4.1 and SR-BI HDL uptake -8.0.
Screening COc1cccc(C2CC(c3ccc(C)cc3)n3nc(N)nc3N2)c1 (centres undefined) returned AddAB inh 4.8, CAL PDZ FP-2 -1.1, Tat export inh 1.3, SR-BI DiI-HDL act -4.4, E coli growth 0.0, Wnt act -5.7, phage Ecoli inh 2.0 and SR-BI HDL uptake 4.4.
For O=C(Nc1cc([N+](=O)[O-])ccc1Cl)c1cccnc1 the results were CAL PDZ FP-1 -1.0, AddAB inh 1.3, CAL PDZ FP-2 -0.5, Tat export inh 22.0, SR-BI DiI-HDL act -14.7, E coli growth -0.6, Wnt act 0.5, MITF act 0.1, phage Ecoli inh 1.2 and SR-BI HDL uptake 14.7.
`Cc1ccc(Nc2nnc(SCC(=O)Nc3ccccc3[N+](=O)[O-])s2)cc1` gave AddAB inh 1.2, CAL PDZ FP-2 -2.4, Tat export inh -0.4, SR-BI DiI-HDL act 33.1, E coli growth -0.7, Wnt act 19.0, MITF act 4.9, phage Ecoli inh 4.3 and SR-BI HDL uptake -33.1.
For CCCc1cc(-c2n[nH]c(C)c2-c2ccc(C(=O)OCC)o2)c(O)cc1O the results were CAL PDZ FP-1 -1.1, AddAB inh 0.9, CAL PDZ FP-2 -0.4, Tat export inh 8.4, SR-BI DiI-HDL act -31.2, E coli growth -1.6, MITF act 2.8, phage Ecoli inh 3.8 and SR-BI HDL uptake 31.2.
Screening CN(CC(=O)Nc1ccc(F)c(F)c1F)C(=O)c1ccc(-n2cncn2)cc1 returned CAL PDZ FP-1 -1.3, AddAB inh 0.1, CAL PDZ FP-2 0.9, Tat export inh -14.0, SR-BI DiI-HDL act -6.9, E coli growth -1.9, Wnt act 1.8, MITF act -7.6, phage Ecoli inh -0.5 and SR-BI HDL uptake 6.9.
CC(C)C(c1nnnn1Cc1ccco1)N1CCC(C(N)=O)CC1 (centres undefined) was read as CAL PDZ FP-1 -3.0, AddAB inh 2.0, CAL PDZ FP-2 0.2, Tat export inh -13.5, SR-BI DiI-HDL act 13.1, E coli growth -2.0, Wnt act -1.7, MITF act -12.3, phage Ecoli inh 1.4 and SR-BI HDL uptake -13.1.
Screening CN(C)CC(NC(=O)c1cccc(S(=O)(=O)Nc2ccc3c(c2)OCO3)c1)c1ccccc1 (centres undefined) returned CAL PDZ FP-1 3.8, AddAB inh -1.3, CAL PDZ FP-2 -1.1, Tat export inh -2.3, SR-BI DiI-HDL act -6.4, E coli growth -2.1, Wnt act 4.5, phage Ecoli inh 2.8 and SR-BI HDL uptake 6.4.
CC(C)(C)C(=O)NCCCNc1ccc([N+](=O)[O-])cc1 was read as CAL PDZ FP-1 -3.2, AddAB inh -0.5, CAL PDZ FP-2 -0.6, Tat export inh -8.6, SR-BI DiI-HDL act -4.1, E coli growth 0.9, Wnt act -1.5, MITF act 14.1, phage Ecoli inh -3.8 and SR-BI HDL uptake 22.1.
CCOC(=O)CC(c1ccc([N+](=O)[O-])cc1)n1c(C)ccc1C (centres undefined) was read as CAL PDZ FP-1 5.6, AddAB inh 1.4, CAL PDZ FP-2 0.5, Tat export inh 0.4, SR-BI DiI-HDL act -6.5, E coli growth -0.4, Wnt act 1.1, MITF act 4.8, phage Ecoli inh -1.8 and SR-BI HDL uptake 6.5.
O=C(NCC1CCCO1)c1ccc(Cl)c(F)c1F (centres undefined) was read as CAL PDZ FP-1 -0.6, AddAB inh 1.0, CAL PDZ FP-2 -1.1, Tat export inh 6.1, SR-BI DiI-HDL act -3.8, E coli growth 0.1, MITF act 7.7, phage Ecoli inh 2.5 and SR-BI HDL uptake 3.8.
For O=C(NCCOc1ccccc1F)C1CCC(=O)N(CC2CCCCC2)C1 (centres undefined) the results were CAL PDZ FP-1 13.1, CAL PDZ FP-2 -2.5, Tat export inh -2.4, SR-BI DiI-HDL act -64.4, Wnt act 2.2, MITF act 15.0, phage Ecoli inh -0.2 and SR-BI HDL uptake 64.4.
CCN(CC(=O)NCc1cccs1)C(=O)c1ccc(S(=O)(=O)Nc2ccccc2F)cc1 was read as CAL PDZ FP-1 -1.8, AddAB inh 2.0, CAL PDZ FP-2 -1.2, Tat export inh 6.5, SR-BI DiI-HDL act 16.1, E coli growth -0.2, Wnt act 2.8, MITF act -4.7, phage Ecoli inh 2.8 and SR-BI HDL uptake -16.1.
`CCN1C=C(Cc2ccc(OC)cc2)C2=C(C1)C(c1ccc(OC)cc1)C(C#N)=C(N)O2` (centres undefined) gave CAL PDZ FP-1 -4.6, AddAB inh 1.2, CAL PDZ FP-2 -2.3, Tat export inh -2.1, SR-BI DiI-HDL act -10.6, E coli growth -1.2, MITF act -7.3, phage Ecoli inh 2.3 and SR-BI HDL uptake 10.6.
CC1=C(C(=O)Nc2ccc(F)c(F)c2)C(c2cccs2)NC(=S)N1 (centres undefined) was read as CAL PDZ FP-1 -6.4, AddAB inh 2.9, CAL PDZ FP-2 -1.3, Tat export inh 2.5, E coli growth -1.2, Wnt act -2.8, MITF act 5.2 and phage Ecoli inh -1.0.
